KB-3-1 cytotox = kills parental KB-3-1 adenocarcinoma cells | KB-3-1 viability, CellTiter-Glo ATP luminescence, 72 h | Potency, µM (series often up to 46.1 µM), for inactives: top-dose activity change, negative = cytotoxic, most hits filed as cytotoxic | 400,000 tested, 1.4% active | AID 1347075; also: potency is read from the fitted curve at half-maximal effect; % is scaled to controls: 0 for no effect and ±100 for the full control effect; nearly all actives have a fitted effect of over 60% in size
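Cytotoxicity in the drug-sensitive parental line KB-3-1 was scored as loss of CellTiter-Glo luminescence following 72 h incubation with compound. Values come from curve fitting of normalized concentration-response data.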
IL1B secr inh = inhibitors of inflammasome signaling (IL-1 beta secretion); 360,000 tested, 4.7% active; activity change, % at 57.5 µM; AID 743279; THP-1 LPS/ATP IL-1B secretion, AlphaLISA, 16 h; active compounds read low; in the data active = activity change below about -50%; inconclusive = mostly about -30% to -49%; also: % is scaled to controls: 0 for no effect and ±100 for the full control effect
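Secreted IL-1B measured by AlphaLISA bead assay after 16 h compound exposure of THP-1 cells; compounds (final up to 57.5 uM) added 1 h before LPS (250 ng/mL) and ATP (1.25 mM) stimulation; lower signal means less secretion.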
WRN helicase inh = blocks human WRN helicase; WRN helicase unwinding, fluorescent forked duplex, kinetic; Potency, µM (top dose mostly 114 µM), without a hit: at the highest dose activity change, negative = inhibition, usual class: inhibitors; 360,000 tested, 0.46% active; also: potency is read from the fitted curve at half-maximal effect; % is scaled to controls: 0 for no effect and ±100 for the full control effect; nearly all actives have a fitted effect of over 55% in size
Target sequence (Q14191 whole entry, looked up): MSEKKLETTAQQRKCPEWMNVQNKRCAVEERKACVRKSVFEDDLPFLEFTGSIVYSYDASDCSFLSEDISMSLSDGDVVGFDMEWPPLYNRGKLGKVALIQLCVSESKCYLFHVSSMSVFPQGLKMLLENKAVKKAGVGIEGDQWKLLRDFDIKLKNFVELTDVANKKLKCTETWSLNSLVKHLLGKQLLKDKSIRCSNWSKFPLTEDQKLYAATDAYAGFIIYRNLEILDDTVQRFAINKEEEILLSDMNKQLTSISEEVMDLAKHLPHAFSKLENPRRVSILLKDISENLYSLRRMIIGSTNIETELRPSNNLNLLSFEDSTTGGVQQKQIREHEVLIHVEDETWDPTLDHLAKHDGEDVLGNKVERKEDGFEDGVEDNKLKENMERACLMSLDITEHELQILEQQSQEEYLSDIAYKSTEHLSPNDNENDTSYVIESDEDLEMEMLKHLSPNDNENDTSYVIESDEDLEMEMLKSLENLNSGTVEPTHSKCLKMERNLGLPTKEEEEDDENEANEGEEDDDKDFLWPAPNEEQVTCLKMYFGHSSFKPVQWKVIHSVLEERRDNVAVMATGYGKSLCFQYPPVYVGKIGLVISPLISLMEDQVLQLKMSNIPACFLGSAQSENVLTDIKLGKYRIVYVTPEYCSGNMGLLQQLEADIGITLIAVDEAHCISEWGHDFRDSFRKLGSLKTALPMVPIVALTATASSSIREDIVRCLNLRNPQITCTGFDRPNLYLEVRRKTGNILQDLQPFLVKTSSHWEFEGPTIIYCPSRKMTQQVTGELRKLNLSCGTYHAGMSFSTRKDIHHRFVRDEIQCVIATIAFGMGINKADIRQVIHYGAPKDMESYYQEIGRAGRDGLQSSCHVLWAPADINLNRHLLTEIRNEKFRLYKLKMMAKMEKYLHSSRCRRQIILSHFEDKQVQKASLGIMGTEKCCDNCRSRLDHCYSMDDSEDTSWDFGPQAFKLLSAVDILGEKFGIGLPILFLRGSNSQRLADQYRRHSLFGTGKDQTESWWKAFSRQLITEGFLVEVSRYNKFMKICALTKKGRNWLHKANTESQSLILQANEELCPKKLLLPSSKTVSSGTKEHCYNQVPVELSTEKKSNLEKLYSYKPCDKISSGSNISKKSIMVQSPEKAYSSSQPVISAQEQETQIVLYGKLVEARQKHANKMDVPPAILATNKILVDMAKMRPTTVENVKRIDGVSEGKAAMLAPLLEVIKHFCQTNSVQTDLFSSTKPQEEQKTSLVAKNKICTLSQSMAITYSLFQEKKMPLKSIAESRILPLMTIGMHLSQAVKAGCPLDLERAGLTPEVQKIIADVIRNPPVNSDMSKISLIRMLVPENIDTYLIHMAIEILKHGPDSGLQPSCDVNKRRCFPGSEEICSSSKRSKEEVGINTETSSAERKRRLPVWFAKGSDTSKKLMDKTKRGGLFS
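WRN at 20 nM final was preincubated with compound for 15 min at room temperature; reaction started with 100 nM forked duplex oligonucleotide carrying fluorophore and quencher plus 2 mM ATP (final). Unwinding followed kinetically by red fluorescence (ex 525/em 598 nm).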
ATXN2 expr inh = inhibitors of ATXN2 expression | HEK-293 ATXN2-luciferase reporter, luminescence, 24 h | Potency, µM (highest dose often 57 µM), for the others: at the highest dose activity change, negative = inhibition, actives largely listed as inhibitors | 360,000 tested, 0.72% active; also: potency is read from the fitted curve at half-maximal effect; % is scaled to controls: 0 for no effect and ±100 for the full control effect; nearly all actives have a fitted effect of over 55% in size
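qHTS (up to 57 uM final) was run with 24 h compound exposure of reporter cells at 37 °C. Each well was multiplexed: SteadyGlo luminescence measured ATXN2-luciferase expression after a fluorogenic Gly-Phe-AFC viability readout (25 uM final).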
MCF10A rerep = induces DNA re-replication in MCF 10a normal breast cells; 350,000 tested, 2.9% active; Potency, µM (highest dose often 46.1 µM), for the others: top-dose activity, positive = re-replication, usual class: activators; MCF 10A DNA re-replication, Hoechst nuclear intensity, 48 h; also: potency is read from the fitted curve at half-maximal effect; % of control where 0% means no effect; nearly all actives have a fitted effect of over 50% in size
HT1080 IDH1KD tx = toxicity to HT-1080 IDH1 knockdown cells (counter line); Potency, µM (series often up to 46.1 µM), for inactives: top-dose activity, negative = toxicity, hits mostly cytotoxic; HT-1080 IDH1 knockdown viability, ATP luminescence, 48 h; 360,000 tested, 2% active;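 also: potency is read from the fitted curve at half-maximal effect; 0% = DMSO wells and -100% = cell-free medium wells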
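Luminescent ATP read-out (CellTiter-Glo, 10 min at room temperature) after 48 h compound exposure at 37 °C gave viability of IDH1-knockdown HT-1080 cells. Activity was normalised to DMSO and cell-free wells, then fitted as concentration-response curves.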
HT1080NT lethal = kills 2HG-producing HT-1080-NT fibrosarcoma cells. HT-1080-NT fibrosarcoma viability, CellTiter-Glo ATP luminescence, 48 h. Potency, µM (series often up to 46.1 µM), for the others: top-dose activity, negative = less viability, hits mostly cytotoxic. 360,000 tested, 1.6% active;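 also: NT is the 2HG producing partner of a matched IDH1 knockdown line; potency is read from the fitted curve at half-maximal effect; 0% = DMSO-treated cells and -100% = media-only wells without cells; nearly all actives have a fitted effect of over 55% in size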
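A 48-hour cytotoxicity screen used HT-1080-NT cells plated 2 hours before compound delivery. ATP-based CellTiter-Glo luminescence measured viability, normalized to DMSO and no-cell controls.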
SW480 rereplic = DNA re-replication induction in SW480 cells | 340,000 tested, 1.8% active | Potency, µM (top dose mostly 46.1 µM), for the others: at the top dose re-replication activation, usual class: activators | SW480 DNA re-replication, Hoechst DNA content imaging, 48 h | AID 624297; also: potency is read from the fitted curve at half-maximal effect; % of control where 0% means no effect; nearly all actives have a fitted effect of over 55% in size
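SW480 cells exposed to compounds for 48 hr at 37 C, 5% CO2, then Hoechst-stained 40 min. Nuclear DNA content imaged by fluorescence scanning (405 nm excitation, 500-530 nm emission); re-replication scored as increased high-intensity nuclei.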
KB-V1 MDR tox = kills drug-selected multidrug resistant KB-V1 cells | KB-V1 MDR cells viability, CellTiter-Glo, 72 h | 400,000 tested, 3.4% active | Potency, µM (titrated, usually from 46.1 µM), inactives show at the highest dose activity change, negative = cytotoxicity, usual class: cytotoxic; also: potency is read from the fitted curve at half-maximal effect; % is scaled to controls: 0 for no effect and ±100 for the full control effect; nearly all actives have a fitted effect of over 60% in size
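Readout: CellTiter-Glo luminescence, 10 min after addition. Cells: KB-V1 MDR subline, 72 h at 37 degrees C with compound. Analysis: corrected, normalized data fitted to concentration-effect curves.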
The depositor's hits bear a star; ? = inconclusive; nt = no result given; [ ] = dose if it differs, or a comment. Unless noted, calls follow the shape of the dose curve; as a rule, active = well fitted curve in the direction sought with a large enough effect; inconclusive = small, poorly fitted or top-dose-only effect, or another doubt; inactive = no such curve, though single readings can be large; an effect the other way counts as inactive or inconclusive.

SMILES	KB-3-1 cytotox	IL1B secr inh	WRN helicase inh	ATXN2 expr inh	MCF10A rerep	HT1080 IDH1KD tx	HT1080NT lethal	SW480 rereplic	KB-V1 MDR tox
CCOC(=O)C1=C(C)NC(=O)NC1c1ccc(OC)c(Cl)c1 (stereo not drawn)	4%	17	-6%	10%	-7%	?	-1%	-5%	21µM*
Cc1ccc(Cc2nc3ccccc3[nH]2)cc1	?	25	-5%	29%	-9%	5%	-2%	-4%	18%
CC(=O)N1c2ccc(S(=O)(=O)N3CCCCC3)cc2CC1C(=O)NCc1cccc(Cl)c1 (stereo not drawn)	-5%	-23	-6%	0%	20%	1%	-13%	7%	-11%
CCOC(=O)C1CCN(c2c(NCCCN(CC)Cc3ccccc3)c(=O)c2=O)CC1	16%	-3	4%	1%	-10%	0%	-5%	-4%	2%
Cc1ccc(NC(=O)NCc2ccccn2)c(C)c1	2%	-2	6%	19%	9%	17%	?	-3%	0%
COc1cc(OC)c2c(-c3cccc(-c4cccc(C)c4)c3)cc(=O)oc2c1	0%	86	-8%	-19%	?	5.8µM*	?	?	-4%
COc1ccc(NC(=O)Nc2ccc(Cc3ccncc3)cc2)c(OC)c1	?	-51*	-27%[57.1 µM]	-2%	?	-10%	0%	-6%	0%
O=C(NCc1cccs1)c1cc(C2CC2)on1	0%	4	0%	17%	1%	-10%	-11%	12%	-7%
CCN(CC(=O)Nc1ccccc1C(F)(F)F)C(=O)c1ccccc1Sc1ccccc1C#N	-1%	-18	-1%	nt	7%	-1%	5%	4%	6%
Cc1cccc(COC(=O)Nc2ccc(NC(=O)c3ccccc3Cl)cc2)c1	-1%	-12	1%	nt	?	-7%	1%	-5%	8%
CCOC(=O)[C@H]1[C@H]2COc3ccc(OC)cc3[C@@H]2N2C(=O)CN(Cc3ccccc3)C(=O)[C@@]12C	-1%	-6	-7%	11%	5%	12%	13%	2%	-16%
Nc1nnc(CC(=O)N/N=C/c2ccc(-c3cccc(C(=O)O)c3)o2)s1	-6%	6	?	0%	?	-6%	7%	?	8%
COc1ccc2[nH]c(=O)c(CN(CCc3cccc(C)c3)C(C)=O)cc2c1	3%	8	-1%	-10%	16%	-1%	-11%	6%	-8%
Cc1ccc(F)c([C@H]2[C@H]3C=CC[C@@H](C)[C@@H]3C(=O)N2Cc2ccccc2)c1	-4%	91	-9%	?	?	-17%	-2%	-4%	-7%
CCc1ccc(OCC(=O)NNC(=O)Cc2c(F)cccc2Cl)cc1	1%	-7	-2%	5%	9%	-4%	-5%	-1%	5%
Nc1ncnc2c1ncn2[C@@H]1O[C@H](CNCc2cccc(C#Cc3ccccc3)c2)[C@@H](O)[C@H]1O	5%	-4	1%	-2%	-8%	-1%	-1%	-7%	27%
Cc1c(OCc2ccc([N+](=O)[O-])cc2)ccc2c3c(c(=O)oc12)CCC3	10%	-20	2%	19%	10%	12%	16%	-2%	-6%
O=C(COC(=O)Cc1cccs1)Nc1cc(S(=O)(=O)N2CCOCC2)ccc1Cl	2%	14	2%	-31%	0%	11%	0%	-2%	-4%
Cc1c(C(=O)NC(=S)N(Cc2ccccc2)c2ccccn2)cccc1[N+](=O)[O-]	1%	0	7%	nt	12%	0%	11%	-12%	-1%
COC(=O)c1ccc(COC(=O)Cc2n[nH]c(=O)c3ccccc23)cc1	-1%	24	5%	-10%	10%	0%	-12%	-15%	?
Cc1cc(OCC(=O)NCCc2ccc(S(N)(=O)=O)cc2)c2c(C)cc(=O)oc2c1	1%	-18	-12%	nt	1%	7%	-1%	-15%	0%
COc1ccc2c(C(=O)c3ccc(C)cc3)n(CCC(N)=O)[n+]([O-])c2c1	9%	6	1%	15%	19%	4%	13%	1%	18%
CCOc1ccc(C)cc1S(=O)(=O)NC1CCCCC1	-3%	-6	10%	1%	6%	4%	1%	-11%	-30%
CC(C)OC(=S)N/C(=N\S(=O)(=O)c1ccccc1)c1ccccc1	5%	11	4%	4%	15%	8.9µM*	7.1µM*	17%	19%
CC(C)CCNC(=O)/C=C/c1ccc(Br)cc1	-2%	-5	2%	38%	1%	22%	15%	-9%	?
Remaining list, next part.
SMILES	KB-3-1 cytotox	IL1B secr inh	WRN helicase inh	ATXN2 expr inh	MCF10A rerep	HT1080 IDH1KD tx	HT1080NT lethal	SW480 rereplic	KB-V1 MDR tox
Cc1cc2[nH]c(=O)cc(-c3ccccc3)n2n1	-6%	-11	-4%	nt	10%	0%	-13%	2%	5%
Nc1c(C(=O)Nc2ccccc2)sc2nc(-c3ccco3)ccc12	?	-2	-23%	-3%	18µM*	?	-17%	?	?
COc1ccc(-c2noc(N3CCC(C(=O)NCCCN4CCCCC4)CC3)n2)cc1	8%	-17	2%	3%	13%	1%	1%	-6%	-8%
O=C1c2ccccc2C(Nc2ccc(S(=O)(=O)N3CCOCC3)cc2)N1c1cccnc1 (stereo not drawn)	10%	10	3%	-3%	12%	9%	0%	-2%	13%
COc1ccc(OCCC(=O)OCC(=O)NC(=O)NC(C)(C)C)cc1	1%	1	-3%	-9%	25%	-2%	2%	1%	14%
CC(C)CC(NC(N)=O)C(=O)OCC(=O)Nc1ccc(SC(F)F)cc1 (stereo not drawn)	-4%	-14	0%	16%	2%	2%	-2%	-3%	26%
CCN1CCN(S(=O)(=O)c2cccc(S(=O)(=O)N3CCOCC3)c2)CC1	-8%	-9	7%	-6%	-1%	9%	-13%	5%	14%
CC(C)(C)CC(=O)N1CCN(c2ccc(S(=O)(=O)N3CCOCC3)cc2[N+](=O)[O-])CC1	-28%	7	-1%	nt	-5%	0%	-7%	0%	-14%
C#CCOCCOCCOCCNc1nc(N2CCN(C(=O)CCCCCCCCCCNC(=O)[C@H]([C@@H](C)CC)n3cc(CCCCCN)nn3)CC2)nc(N2CCN(C(=O)CCCCCCCCCCNC(=O)[C@H](CO)n3cc(CCCCCN)nn3)CC2)n1	?	-83*	56µM*	?	3%	?	?	-4%	6%
CCCCNC(=S)Nc1ccc(Oc2ccccc2)cc1	-14%	-14	-7%	-10%	-1%	-2%	-10%	-4%	-21%
COc1ccc(OC)c2[nH]c(=O)c(CCNC(=O)COc3ccccc3)cc12	10%	-12	1%	3%	-2%	-2%	9%	-6%	9.2µM*
Cc1cccnc1C1=NOC(Cc2ccccc2)C(=O)N1Cc1ccc(F)cc1 (stereo not drawn)	0%	4	-3%[57.1 µM]	9%	nt	-20%	-1%	nt	?
CCCOc1ccc(-c2cn3ccccc3n2)cc1[N+](=O)[O-]	-1%	-24	-7%	44%[activator]	?	-13%	-7%	3%	-3%
CCCSc1nc2c(cnn2-c2ccc(C)c(C)c2)c(=O)[nH]1	0%	-10	2%	-6%	11%	1%	3%	-5%	7%
CCOc1ccc(/C=N/NC(=O)c2cc3c(OC)cc(OC)cc3[nH]2)cc1OC	-13%	?	-26%	nt	?	?	?	?	4%
CCOC(=O)C(=Cc1ccc(-c2ccsc2C(=O)OC)o1)C(=O)OCC	?	-5	-14%	?	?	?	4%	?	?
CCCNC(=O)NC(=O)CSc1nnc(-c2c[nH]c3ccccc23)o1	-1%	18	5%[57.1 µM]	-3%	3%	-18%	-24%	-3%	1%
COC(=O)c1c(NC(=O)CSc2nnnn2-c2ccccc2)sc2c1CCC(C)C2 (stereo not drawn)	-3%	-15	-5%	-4%	-1%	-3%	2%	?	?
CCn1nc(NC(=O)c2cccnc2)c2cc3cccc(C)c3nc21	1%	-6	-12%	-7%	7.1µM*	-7%	-6%	?	8%
NC(=S)N/N=C/C=C/c1ccccc1	29%	-23	6%	14%	?	24%	11%	-2%	-5%
O=C(Nc1ccccc1C(=O)N1CCCC1)c1ccccc1	12%	23	-14%	-7%	-5%	0%	0%	3%	-10%
CCOc1ccc(CCNC(=O)COC(=O)c2ccc[nH]c2=O)cc1OCC	15%	21	3%	10%	-8%	10%	8%	-9%	0%
CN(C)c1cc[n+](CC(=O)Nc2ccccc2C(F)(F)F)cc1	-10%	29	11%	7%	-4%	0%	-2%	-4%	27%
COc1ccc(S(=O)(=O)N2CC=C(C(=O)NC3CCCC3)CC2)cc1	-1%	-14	-8%	-1%	-1%	4%	18%	-10%	-15%
COC(=O)c1cc(OC)c(OC)cc1NC(=O)C1CCCO1 (stereo not drawn)	1%	-8	-3%	14%	-4%	3%	1%[9.24 µM]	-1%	-3%
O=c1c2c3c(sc2ncn1/N=C/c1ccco1)CCCC3	-8%	-28	-4%	28%	-4%	-7%	5%	-2%	3%
COC(=O)c1cnc(Nc2nc(C(N)COCc3ccccc3)cs2)nc1C(F)(F)F (stereo not drawn)	0%	-25	-1%	-9%	nt	-12%	-22%	nt	-14%
COc1ccc(OC)c(/C=C/C(=O)c2ccc(Cl)cc2)c1	-25%	-89*	-8%	-36%	?	?	?	?	?
O=C(NC1CCCC1)C(c1ccc(F)cc1)N(Cc1ccccc1)C(=O)c1csnn1 (stereo not drawn)	-7%	-11	26%	9%	10%	-4%	1%	8%	?

4 compounds drawn at random from those above:
SMILES	KB-3-1 cytotox	IL1B secr inh	WRN helicase inh	ATXN2 expr inh	MCF10A rerep	HT1080 IDH1KD tx	HT1080NT lethal	SW480 rereplic	KB-V1 MDR tox
CCN1CCN(S(=O)(=O)c2cccc(S(=O)(=O)N3CCOCC3)c2)CC1	-8%	-9	7%	-6%	-1%	9%	-13%	5%	14%
Cc1cccnc1C1=NOC(Cc2ccccc2)C(=O)N1Cc1ccc(F)cc1 (stereo not drawn)	0%	4	-3%[57.1 µM]	9%	nt	-20%	-1%	nt	?
COC(=O)c1cc(OC)c(OC)cc1NC(=O)C1CCCO1 (stereo not drawn)	1%	-8	-3%	14%	-4%	3%	1%[9.24 µM]	-1%	-3%
COc1ccc(OC)c2[nH]c(=O)c(CCNC(=O)COc3ccccc3)cc12	10%	-12	1%	3%	-2%	-2%	9%	-6%	9.2µM*

Screening data from PubChem.
